A350 fluor – qHTS Assay for Spectroscopic Profiling in A350 Spectral Region | Compound autofluorescence, 340/450 nm, Alexa 350 dye-equivalents; stronger effect = higher value | max dye-equivalent concentration, M | 11% of 59,000 active | AID 590, 2007; in the data active = max dye-equivalent concentration above about 10 nM; inconclusive = mostly about 1.1 nM to 9.6 nM
Hsp90 Hop PPI – qHTS Assay for Disrupters of an Hsp90 Co-Chaperone Interaction; Hsp90 C-terminal peptide / TPR2A (Hop) interaction, human; AlphaScreen TPR2A-His6 binding biotin-Hsp90 C-terminal peptide; Potency, µM (highest dose often 57 µM), without a hit: at the highest dose activity change, negative = inhibition; 0.44% of 71,000 active; active = well fitted curve in either direction with a large enough effect; inconclusive = small, poorly fitted or top-dose-only effect, or another doubt; also: potency is read from the fitted curve at half-maximal effect; % is scaled to controls: 0 for no effect and ±100 for the full control effect; many of its hits are not listed in these tables
Luciferase inh – qHTS Assay for Inhibitors of Firefly Luciferase; Luciferin 4-monooxygenase (Photinus pyralis), P08659; purified firefly luciferase, luminescence, 8 min; Potency, µM (top dose mostly 57.1 µM), for the others: at the top dose activity change, negative = inhibition, actives largely listed as inhibitors; 2.2% of 72,000 active; AID 411, 2009; also: potency is read from the fitted curve at half-maximal effect; % is scaled to controls: 0 for no effect and ±100 for the full control effect; nearly all actives have a fitted effect of over 40% in size
Target sequence (P08659 whole entry, looked up): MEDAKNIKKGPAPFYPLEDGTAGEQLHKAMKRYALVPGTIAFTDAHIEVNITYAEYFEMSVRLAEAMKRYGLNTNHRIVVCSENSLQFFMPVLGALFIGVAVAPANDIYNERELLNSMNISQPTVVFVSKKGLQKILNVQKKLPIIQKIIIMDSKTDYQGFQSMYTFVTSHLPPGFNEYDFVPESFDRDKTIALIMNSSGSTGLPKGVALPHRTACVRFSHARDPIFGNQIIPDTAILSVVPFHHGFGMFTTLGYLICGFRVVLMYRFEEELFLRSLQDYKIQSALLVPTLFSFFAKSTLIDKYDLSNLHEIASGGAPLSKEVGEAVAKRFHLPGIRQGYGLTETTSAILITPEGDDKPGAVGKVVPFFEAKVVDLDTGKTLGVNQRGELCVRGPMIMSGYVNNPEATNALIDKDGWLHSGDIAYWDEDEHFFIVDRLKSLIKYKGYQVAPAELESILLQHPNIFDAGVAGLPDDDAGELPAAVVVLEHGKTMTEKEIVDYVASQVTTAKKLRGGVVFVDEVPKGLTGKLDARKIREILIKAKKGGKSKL
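Inhibition of light generation by firefly luciferase from ATP and luciferin was profiled with concentration-response curves per sample, ATP held at 10 uM within the enzyme's linear range. Plates were read by luminescence after an 8-minute ambient incubation.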
Ub-GFP proteasome – Ubiquitin-GFP Assay; Potency, µM (highest dose often 45.9 µM), for inactives: at the top dose activation (GFP accumulation), most hits filed as activators; Ubiquitin-GFP reporter cells, proteasome inhibition, GFP fluorescence; response scale: untreated = 0%, 10 µM MG-132 = 100%; AID 526, 2006; 67,000 tested, under 10 active; active = well fitted activation curve with a large enough effect, not every such curve was filed as active; inconclusive = small, poorly fitted or top-dose-only effect, or another doubt; inactive = no such curve, though single readings can be large or run the other way; also: potency is read from the fitted curve at half-maximal effect
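GFP accumulation read-out: laser plate cytometry counting ubiquitin(G76V)-GFP-expressing U2OS cells after 4 hr compound exposure at 37 °C. Titrations spanned 46 uM to 2.9 nM; 0% = basal, 100% = 10 uM MG-132; concentration-response curves fitted.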
CRE-bla Fsk – Cell signaling CRE-BLA (Fsk stim). CHO CRE-bla reporter (cAMP response element driving beta-lactamase), forskolin EC10, beta-lactamase ratio. Potency, µM (titrated, usually from 38.2 µM), without a hit: at the top dose activity change, negative = inhibition, most hits filed as activators. 2.5% of 71,000 active. AID 662, 2007; active = well fitted activation curve with a large enough effect in the signal ratio, with a control signal flat, not every such curve was filed as active; inconclusive = small, poorly fitted or top-dose-only effect, or effect the other way, or a change in a side signal; the % refers to the signal ratio; also: potency is read from the fitted curve at half-maximal effect; % of control where 0% means no effect
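The 460nm/530nm emission ratio after CCF4 loading defined %Activity, from which AC50 values were obtained. CRE-bla CHO cells received compound dilution series together with an EC10 level of NKH 477 for 3 hours at 37 degrees Celsius.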
GFP derepression – qHTS Assay for Epigenetic Modulators; Potency, µM (doses to about 46.1 µM), inactives show at the top dose GFP derepression (activation); 0.09% of 68,000 active; mouse C127i GFP locus derepression, cytometry, 30 h; also: % of control where 0% means no effect
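Derepression screen: silenced CMV-GFP reporter in murine C127i cells, 30 h compound incubation at 37 C, washed cells imaged by laser-scanning cytometer to enumerate GFP-expressing objects of 20 to 120 um.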
4MU fluor – qHTS Assay for Spectroscopic Profiling in 4-MU Spectral Region; max dye-equivalent concentration, M; compound autofluorescence, 340/450 nm, 4-MU equivalents; stronger effect = higher value; 11% of 59,000 active; in the data active = max dye-equivalent concentration above about 10 nM; inconclusive = mostly about 1.1 nM to 9.6 nM
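Compounds in 100 mM Tris, pH 8.0, incubated 15 min at room temperature, then fluorescence read at 340 nm excitation/450 nm emission. Signal converted to 4-MU dye-equivalent concentration using an on-plate six-point 4-MU standard curve.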
ERK AVP block – qHTS Assay for Inhibitors of the ERK Signaling Pathway using a Homogeneous Screening Assay. HEK293-V1b, vasopressin-stimulated pERK AlphaScreen. Potency, µM (doses to about 57.5 µM), for inactives: top-dose activity, negative = inhibition, hits mostly inhibitors. 0.99% of 72,000 active; also: potency is read from the fitted curve at half-maximal effect; % is scaled to controls: 0 for no effect and ±100 for the full control effect; nearly all actives have a fitted effect of over 55% in size
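Phosphorylated ERK1/2 detected via AlphaScreen bead proximity in lysates of V1b-expressing HEK293 cells given 25 nM vasopressin for 5 min after 30 min compound exposure (37 °C). AC50 from Hill equation; basal DMSO 0%, vasopressin 100%.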
Fluorescein fluor – qHTS Assay for Spectroscopic Profiling in Fluorescein Spectral Region. Compound autofluorescence, 480/540 nm, fluorescein-equivalent; stronger effect = higher value. max fluorescein-equivalent concentration, M. 0.91% of 59,000 active. AID 593, 2007; in the data active = max fluorescein-equivalent concentration above about 10 nM; inconclusive = between about 1.1 nM and that limit
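Read-out is intrinsic compound fluorescence at 480/540 nm (excitation/emission), expressed as dye-equivalent concentration using a fluorescein standard series run on every plate. Compounds sat 15 min at room temperature in 100 mM Tris, pH 8.0.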
TexasRed autofl – qHTS Assay for Spectroscopic Profiling in Texas Red Spectral Region; Compound fluorescence, Texas Red channel, 547/618 nm; stronger effect = higher value; max dye-equivalent concentration, M; 0.06% of 59,000 active; AID 587, 2007; in the data active = max dye-equivalent concentration above about 10 nM; inconclusive = between about 1.1 nM and that limit
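Texas Red-region profiling: compounds in 100 mM Tris pH 8.0 were read at 547/618 nm after 15 min at room temperature. Intensities were normalized against a six-point Texas Red standard series to give dye-equivalent concentration.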
HBB splice mod – qHTS Assay for Modulators of Hemoglobin Beta Chain Splicing; 0.06% of 65,000 active; AID 925, 2007; HBB splicing reporter cell assay, activation; EGFP reporter with mutant IVS2-654 intron; response scale: normalised to 500 nM splice-correcting PNA; Potency, µM (titrated, usually from 46.1 µM), for inactives: at the top dose activation, most hits filed as activators; also: potency is read from the fitted curve at half-maximal effect; 0% is about no effect
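Compounds were applied for 2 days to HeLa EGFP-654 cells, 500/well in Optimem with 2% FCS. The reporter's EGFP is disrupted by mis-splicing of beta-globin intron IVS2-654. Readout: summed well GFP fluorescence from 488 nm laser scanning; reference was 500 nM antisense […] 654 PNA.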
Numbers without * were called inactive; i = inactive; ? = inconclusive; . = no result given; [ ] = another dose, or the depositor's remark. Unless noted, calls follow the shape of the dose curve; as a rule, active = well fitted curve in the direction sought with a large enough effect; inconclusive = small, poorly fitted or top-dose-only effect, or another doubt; inactive = no such curve, though single readings can be large; an effect the other way counts as inactive or inconclusive.

Molecule | A350 fluor | Hsp90 Hop PPI | Luciferase inh | Ub-GFP proteasome | CRE-bla Fsk | GFP derepression | 4MU fluor | ERK AVP block | Fluorescein fluor | TexasRed autofl | HBB splice mod
COc1ccc(CN2CC(C(=O)NCCCN3CCN(Cc4ccccc4)CC3)CC2=O)cc1 (stereo unspecified) | i | -7% | 2% | -7% | ? | -1% | i | -3% | ? | i | 1.5%
O=C(COC(=O)Cn1cnc2ccccc21)NCCc1ccccc1 | i | -3% | 6% | -2% | -5% | 2% | i | ? | i | i | 0.0%[57.5 µM]
O=C(NCCCn1ccnc1)c1cn(-c2ccccc2)nc1-c1ccccc1 | i | -14% | 13µM* | . | 2% | 0% | i | ? | i | i | -1.9%[0.369 µM]
COc1ccc(-c2nn3cnnc3s2)cc1OC | i | 0% | -1% | -7% | ? | 3% | i | ? | ? | i | 2.9%
C=CCOC(=O)C1=C(C)NC(SCC(=O)N(CC)CC)=C(C#N)C1c1ccco1 (stereo unspecified) | 1.7e-06M* | . | -3%[25.5 µM] | . | . | -4%[20.6 µM] | 1.4e-06M* | . | ? | i | .
COC(=O)c1ccc(CSc2nc3c(cnn3-c3ccc(F)cc3)c(=O)[nH]2)o1 | ? | -2% | 1% | 8% | 13µM* | 0% | i | 9% | i | i | -1.4%
COC(=O)Cc1c(C)nc2nc(Cc3ccccc3)[nH]n2c1=O | i | -4% | 0% | 5% | ? | 3% | i | -10% | i | i | 1.5%
CCN1C(=O)c2ccc(C(=O)O)cc2C1=O | i | 0% | 1% | -2% | -4% | 0% | i | 15% | i | i | -0.6%
Cc1cccc(NC(=O)Cn2cnc3ccc(S(=O)(=O)N4CCC(C)CC4)cc3c2=O)n1 | ? | 1% | 1% | 6% | -25% | -1% | ? | 0% | ? | ? | 0.9%
Cc1cccc(-c2nnn(CC/C(N)=N/O)n2)c1 | i | 0% | -5% | -5% | -6% | 2% | i | 0% | i | i | 0.0%[57.5 µM]
COC(=O)CCS(=O)(=O)c1ccc(Cl)c(Cl)c1 | i | 1% | -1% | -6% | 2% | 0% | i | -21% | i | i | 2.5%
O=C(N1CCOCC1)N(Cc1ccco1)CC1CCCO1 (stereo unspecified) | i | -1% | -8% | 3% | ? | 3% | i | 7% | ? | i | -0.6%
Cc1cnc(C(=O)OCC(=O)Nc2ccc(Cl)cc2Cl)cn1 | i | -4% | 3% | -6% | -5% | -1% | i | -9% | i | i | -2.0%
COc1ccc(NC(=O)C2OCCc3ccccc32)c(OC)c1 (stereo unspecified) | i | -2% | 0% | 8% | ? | 0% | i | -19% | ? | i | 0.6%
O=C(NC1CCCCC1)C(c1ccncc1)N(C(=O)Cn1nnc(-c2cccs2)n1)C1CCCC1 (stereo unspecified) | i | -4% | 2% | 2% | -5% | -2% | i | 7% | i | i | 0.4%[57.5 µM]
COc1ccc(C(=O)N(CN2CCCC2=O)c2cc(C)on2)cc1OC | i | -1% | -2% | 2% | -20% | -1% | i | 11% | i | i | 0.8%
O=C(CN1CCOCC1)Nc1ccccc1-c1ccccc1 | i | 0% | 1% | 2% | 9% | 7% | i | -1% | i | ? | -0.1%[57.5 µM]
Cc1ccc(NC(=O)CSc2nnc(-c3cnccn3)n2Cc2ccco2)cc1 | 1.8e-08M* | -6% | 3% | 6% | 6% | 0% | 1.9e-08M* | -27% | i | i | -0.8%
Cc1ccc(C)c2[nH]c(=O)c(CN(Cc3ccco3)S(=O)(=O)c3ccc4c(c3)OCCO4)cc12 | ? | -9% | -4% | -1% | -1% | -1% | ? | ? | ? | i | -1.9%
Cn1c(=O)[nH]c(=O)c2c1nc(Sc1ncccn1)n2CCCc1ccccc1 | i | 5% | 1% | 0% | ? | -2% | i | -30% | i | i | .
CN(C)c1ncc2nc(-c3cccs3)c(=O)n(C)c2n1 | 2.2e-08M* | -11% | -4%[11.4 µM] | -8% | ? | 0%[9.22 µM] | 1.7e-08M* | 8% | 1.5e-08M* | i | 0.8%
Cc1cc(C)c(N2CCN(S(=O)(=O)N3CCCCCC3)CC2)c(C)c1 | i | -6% | 1% | 3% | -4% | 0% | i | -8% | i | i | -1.7%
CC1=CCC2C(=O)N(c3ccc4ccccc4n3)C(=O)C2C1 (stereo unspecified) | i | -3% | -1% | 1% | 6% | 2% | i | 2% | i | i | .
O=C(Cc1cccs1)NCC1CCCO1 (stereo unspecified) | i | -1% | 0% | -1% | 12% | -1% | i | 5% | ? | ? | -2.2%
CCN(CCCn1c(SCC#N)nc2ccccc2c1=O)c1ccccc1 | i | 13% | 3% | 0% | 2.5µM* | 0% | i | -6% | i | ? | 0.2%

One compound at a time, from the list above. Values in the order: A350 fluor	Hsp90 Hop PPI	Luciferase inh	Ub-GFP proteasome	CRE-bla Fsk	GFP derepression	4MU fluor	ERK AVP block	Fluorescein fluor	TexasRed autofl	HBB splice mod
Cc1ccc(NC(=O)CSc2nnc(-c3cnccn3)n2Cc2ccco2)cc1 across the screens: 1.8e-08M*	-6%	3%	6%	6%	0%	1.9e-08M*	-27%	i	i	-0.8%
CN(C)c1ncc2nc(-c3cccs3)c(=O)n(C)c2n1 across the screens: 2.2e-08M*	-11%	-4%[11.4 µM]	-8%	?	0%[9.22 µM]	1.7e-08M*	8%	1.5e-08M*	i	0.8%

Other structures
Molecule | A350 fluor | Hsp90 Hop PPI | Luciferase inh | Ub-GFP proteasome | CRE-bla Fsk | GFP derepression | 4MU fluor | ERK AVP block | Fluorescein fluor | TexasRed autofl | HBB splice mod
CCCCCn1c(CNC(C)=O)nc2ccccc21 | i | 0% | 1% | -10% | -9% | 8% | i | -3% | i | i | -2.0%
Cc1nc(C)c(-c2ccccc2)c(=O)[nH]1 | i | -1% | 1% | -4% | -19% | -1% | i | -17% | i | i | 2.7%
COc1cc(C2C(C(=O)OC(C)C)=C(C)Nc3[nH]c(=O)[nH]c(=O)c32)ccc1O (stereo unspecified) | ? | ? | 3% | -2% | -1% | 0% | ? | -6% | ? | i | -1.8%
CC1CCCC(C)N1C(=O)c1cc(-c2cccs2)on1 (stereo unspecified) | i | 2% | -5% | -3% | ? | 4% | i | -26% | ? | i | 0.4%
O=C(C1CCC1)N1CCc2cc(S(=O)(=O)NC3CCCC3)ccc21 | i | -3% | 0% | -2% | ? | -1% | i | 27% | i | i | -4.6%
CCOC(=O)c1cccc(NC(=O)CN(C)S(=O)(=O)c2cnc[nH]2)c1 | ? | -6% | -4% | 2% | 15% | 3% | ? | 1% | i | i | -0.5%
COc1ccc(C(=O)C2CCCCC2=O)cc1 (stereo unspecified) | i | . | 3%[25.5 µM] | . | . | -5%[20.6 µM] | i | . | i | i | .
CCN(CC)S(=O)(=O)c1cccc(C(=O)Nc2ccccc2)c1 | i | 3% | -6% | -6% | 4% | -1% | i | 19% | i | ? | .
NC(=O)/N=C(\N)NC(=O)c1ccccc1 | i | -1%[11 µM] | 1%[11.4 µM] | 9%[9.17 µM] | 4%[7.6 µM] | 0%[9.22 µM] | i | -12%[11.5 µM] | i | i | 5.1%[9.22 µM]
Cc1ccc(-c2ccc(=O)n(CC(=O)NCCN3CCCCC3C)n2)cc1 (stereo unspecified) | i | -2% | 1% | -9% | ? | -2% | i | 3% | ? | i | 3.2%
COc1ccc(N(C(=O)c2cccc(OC)c2OC)C2C=CS(=O)(=O)C2)cc1 (stereo unspecified) | i | -2% | -2% | 0% | -3% | -5% | i | -9% | i | i | -0.7%
CN1CCN(c2ncnc3ccc(-c4ccccc4C(F)(F)F)cc23)CC1 | i | 2% | 0%[2.29 µM] | 15% | ? | 0%[9.22 µM] | i | ? | i | i | -0.4%
CCCS(=O)(=O)NCc1cn2cccc(C)c2n1 | i | -5% | 0% | 6% | 8% | -2% | i | 3% | i | i | 0.2%
Cc1ccc(-c2cc(C(F)F)nc(N3CCC(C)CC3)n2)cc1 | 4.2e-08M* | 25µM* | 1% | 2% | 26% | -1% | 4.3e-08M* | 27% | i | i | 0.9%
O=C(CSc1nnc(COc2ccc3c(c2)CCCC3)o1)Nc1ccc(F)cc1 | . | -4%[11 µM] | -3% | -5%[9.17 µM] | -6%[7.6 µM] | -2% | . | ? | . | . | 0.6%[0.0738 µM]
COc1ccc(-c2nc3cnc(N(C)C)nc3n(-c3ccccc3)c2=O)cc1 | i | 1% | 0%[11.4 µM] | -2% | ? | 3%[9.22 µM] | i | -6% | i | i | ?
CC(=O)N1CCc2c(sc(NC(=O)CN3C(=O)CCC3=O)c2C(N)=O)C1 | . | -3% | 2% | -6% | -6% | . | . | . | . | . | 0.1%

Some of the compounds tested (hit frequency here may not be typical).
